Autophagy mod: alters autophagy in cells | MEF GFP-LC3 puncta imaging; test concentration mostly 10 µM | calls only at 10 µM (by protocol) | actives 0.98% (n = 190,000);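 active = percentage of spot-positive cells more than 3 SD above its plate mean, without a fluorescence outlier flag or 80% toxicity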;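 also: spot-positive cell cutoff set from DMSO-treated cells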
PhoP inhibition: PhoP-dependent GFP reporter repression – Salmonella Typhimurium, primary screen (AID 1863); one-dose inhibition, % at 50 µM; IC50 in µM for titrated hits; actives 0.16% (n = 300,000); S. Typhimurium PhoP-regulated promoter GFP reporter, 4 h; higher % means a stronger effect;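 active = inhibition over 29.93%, a cutoff 3 SD above the screen mean, later confirmed by dose response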;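 also: 0% = low Mg2+ inducing control and 100% = high Mg2+ repressing control; strong numbers were not always called active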
ER stress rescue: rescue of cells from ER stress-induced death, primary screen, 384-well, CSM14.1, thapsigargin, ATP luminescence (AID 1222). CSM14.1 thapsigargin-induced death rescue, ATP luminescence; higher % means a stronger effect. cellular ATP content (survival), % at 20 µM; hits with a dose series show EC50 in µM. 190,000 tested, under 10 active;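 active = EC50 below 50 µM in the dose-response confirmation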;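 also: death triggered by thapsigargin at about 15 µM added after 2 h compound pretreatment; cell ATP read after overnight thapsigargin exposure of roughly 18 to 22 hours; normalized against plate controls of thapsigargin alone and 5% DMSO vehicle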
Ins promoter up: MIN6 insulin promoter up-regulation; z-score at 5 µM; AID 1625; actives 0.3% (n = 190,000); MIN6 insulin promoter-GFP reporter, high-content imaging; stronger effect = higher value;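 active = z-score above 3 at 5 µM with at least 500 cells counted in the well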
b-catenin transl: modulators of beta-catenin nuclear translocation; HeLa beta-catenin nuclear translocation, immunofluorescence imaging; nuclear translocation activity, % at 5 µM; actives 0.3% (n = 190,000); AID 1665;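 active = nuclear translocation activity above 50% at 5 µM, with a well cell count of 50 or more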;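 also: per-cell ratio of nuclear to cytoplasmic median beta-catenin stain intensity; plate controls were DMSO negative control for no effect and GSK-3 inhibitor IX positive control for full effect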
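Test system: human HeLa cell line; Doses: 5 µM primary, 0.02–20 µM confirmation; Incubation: 24 h compound exposure, 37°C; Detection: beta-catenin immunofluorescence imaging with DAPI; Read-out: beta-catenin nuclear/cytoplasmic ratio, % activation.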
T cell modulator: T cell immune modulators affecting CD8 T cell-vesicle binding; actives 0.068% (n = 330,000); calls only at 7 µM; 2C CD8+ T cell-vesicle binding, flow cytometry; stronger effect = lower value;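 active = response, share of CD8 T cells binding vesicles, and their 90th percentile fluorescence all below set limits, cut at about 80% in these data, passing the limit was not always enough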
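Read-out – percent CD8+ FL2 mean versus row control · System – murine 2C transgenic CD8+ T lymphocytes · Times – 1.5 h cell–vesicle binding at 37 °C, then 20 min icy labelling · Control set – naked vesicles low, QL9 vesicles with vehicle high · Detection – cytometric PE anti-B7-1 and Alexa647 anti-CD8 signals after 1% paraformaldehyde fixation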
Lipid droplet: hepatic lipid droplet formation modulation | AML12 mouse hepatocytes, oleate lipid droplets, BODIPY imaging | inhibition, % at 6.5 µM | actives 0.4% (n = 240,000);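 active = lipid droplet intensity inhibited by at least 50%, with more than 500 cells counted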
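Technique: fluorescence imaging, 20x objective, two fields per well / Assay system: AML12 hepatocytes (mouse) / Measure: % inhibition of lipid droplet signal / Doses: 6.5 µM single-point dosing / Incubation: overnight exposure / Reagent: 100 µM oleic acid challenge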
MT stabilize HCS: microtubule stabilizers in HeLa cells | actives 0.83% (n = 200,000) | % tubulin-high responders, % at 10 µM | HeLa tubulin immunostaining HCS, 24 h; share of cells brighter than vehicle mean+2SD;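 active = plate Z-score above 3 for both tubulin-high and condensed-nucleus cell shares, with cell loss under 80%, at 10 µM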;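 also: anti alpha tubulin signal scored within the nucleus-defined area of each cell; some results filed as inactive read as strong as hits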
Dynein transport: blocks dynein driven cargo transport along microtubules | 3617.4 mouse cells, GR-EGFP nuclear translocation imaging; test concentration mostly 20 µM; stimulated with dexamethasone, 1 µM; stronger effect = lower value | z-score, hits read low | actives 0.47% (n = 220,000) | AID 1381;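 active = plate z-score of nuclear minus cytoplasmic receptor signal below a set negative limit, without overly bright fluorescence or cell loss, cut at about -3.5 in these data, passing the limit was not always enough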;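 also: z-score of nuclear minus cytoplasmic ring GR-EGFP intensity difference per well; some compounds called inactive have numbers as strong as hits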
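Buffer or medium: tet-free, stripped-serum medium; Also added: dexamethasone, 1.0 µM final; Technique: high-content fluorescence imaging after fixation; Times: 48 h induction, 1 h compound, 30 min dex at 37 °C; Read-out: per-cell GR-EGFP intensity, nucleus versus surrounding cytoplasmic ring, well-averaged.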
Dynein transport cytoplasmic EGFP: also measured in Dynein transport; calls as there; z-score; measured here: cytoplasmic GR-EGFP intensity; stronger effect = higher value
Dynein transport nuclear GR-EGFP: second read-out of Dynein transport, no call of its own (marks repeat the call); z-score; measured here: nuclear GR-EGFP intensity;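 lower value marks the stronger effect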
Dynein transport cell count: further read-out of Dynein transport, marked with its call; z-score; measured here: cell count per field
Ins promoter up cell count: further read-out of Ins promoter up, marked with its call; cell count; measured here: cytotoxicity, nuclei count;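 total cells summed across four imaged fields per well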
Lipid droplet cells 6.5 µM: further read-out of Lipid droplet, marked with its call; cell count; measured here: cell count, cytotoxicity flag;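 cells counted across two imaged fields per well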
b-catenin transl cell count 5 µM: second read-out of b-catenin transl, no call of its own (marks repeat the call); cell count; measured here: cell count, cytotoxicity flag
T cell modulator vesicle-bound %: recorded beside T cell modulator, whose call it bears; double positive events, %; measured here: CD8+ vesicle-bound cell fraction;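 binding gate set so that unloaded-vesicle control wells show 10% double positive cells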
MT stabilize HCS Hoechst-high %: also measured in MT stabilize HCS; calls as there; % Hoechst-high responders; measured here: nuclear condensation Hoechst responders;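 share of cells brighter than vehicle mean plus two SD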
MT stabilize HCS cytotoxicity %: second read-out of MT stabilize HCS, no call of its own (marks repeat the call); toxicity, %; measured here: cytotoxicity by cell density;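 0% = mean cell density of plate MIN control wells and 100% = no cells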
Autophagy mod cell loss 18 h: recorded beside Autophagy mod, whose call it bears; toxicity, %; measured here: cell loss, nuclei count;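 cell loss after 18 h compound exposure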
Numbers without * were called inactive; i = inactive; · = not tested or not shown.

SMILES	Autophagy mod	Autophagy mod cell loss 18 h	PhoP inhibition	ER stress rescue	Ins promoter up	Ins promoter up cell count	b-catenin transl	b-catenin transl cell count 5 µM	T cell modulator	T cell modulator vesicle-bound %	Lipid droplet	Lipid droplet cells 6.5 µM	MT stabilize HCS	MT stabilize HCS Hoechst-high %	MT stabilize HCS cytotoxicity %	Dynein transport	Dynein transport cytoplasmic EGFP	Dynein transport nuclear GR-EGFP	Dynein transport cell count
Cc1ccc(Cn2c(=O)cc(C(=O)O)c3ccccc32)cc1	i	16	-25%	-2.2%	-1.1	1382	-1.9	1003	i	31	·	·	3.5	1.9	3.4	-0.53	-0.23	-0.028	0.44
O=C(O/N=C1\CCS(=O)(=O)c2sccc21)C1CC1	i	17	-8%	2.0%	1.2	1427	-0.7	1436	i	30	5	669	2.0	2.3	3.2	-0.44	-0.27	-0.27	0.57
Cc1ccc(CCNC(=O)CNC(=O)c2cccs2)cc1	i	-3	8%	0.5%	0.16	1313	1.1	1093	i	41	-1	698	6.1	1.2	3.0	0.4	-0.27	0.081	-0.32
CC(=O)NS(=O)(=O)c1ccc(N2C(=O)c3ccccc3C2=O)cc1	i	-6	1%	-0.9%	0.45	1501	-1.5	1052	i	47	25	654	3.8	1.3	4.6	0.44	-0.38	0.12	0.53
CC(C)C(=O)NC(Nc1cccc([N+](=O)[O-])c1)C(Cl)(Cl)Cl (stereo unspecified)	i	-8	-6%	-0.7%	-0.3	1442	0.1	1520	i	61	-10	666	3.2	1.1	6.4	2.1	0.0011	1.1	-0.56
COc1ccc(/C=N/NC(=O)c2cccc(OC(F)(F)C(F)F)c2)cc1O	i	-5	-8%	1.7%	-0.2	1275	-2.1	514	i	26	-6	654	1.3	4.6	4.1	-1	-0.18	-0.7	0.81
Cc1[nH]n(-c2ccccc2)c(=O)c1/C=N/Nc1nncc(-c2ccccc2)n1	i	25	29µM*	-4.7%	-1.6	642	-1.8	1061	i	17	-138	462	2.1	0.1	31	1.3	-0.2	0.85	-0.6
CCc1ccc2c(CN3CCN(S(=O)(=O)c4cccs4)CC3)cc(=O)oc2c1	i	-11	-8%	15%	-0.3	1281	-1.5	1108	i	38	-21	599	1.9	3.4	7.0	-0.74	-0.2	-0.41	0.6
COc1ccc(C(=O)NCC(=O)N/N=C/C(C)=C/c2ccco2)cc1OC	i	5	-1%	-1.6%	-0.86	1198	·	·	i	31	-20	622	11	26	22	-0.23	-0.24	-0.49	0.36
COCC(C)NS(=O)(=O)c1ccccc1 (stereo unspecified)	i	15	-1%	-0.2%	0.03	1422	0.3	1552	i	57	2	689	4.4	1.9	6.3	0.98	-0.31	0.73	-0.52
O=C(NN1C(=O)c2ccccc2NC1c1ccccn1)c1ccccc1 (stereo unspecified)	i	-2	6%	-3.4%	0.36	1390	-3.2	1062	i	8	26	723	5.6	1.6	9.3	-0.31	-0.16	-0.2	1.7
CC(C)(C)N1C(=O)c2ccc(C(=O)Nc3nccs3)cc2C1=O	i	14	5%	0.4%	0.35	1487	-9.5	976	i	53	·	·	4.2	2.2	9.8	4	-0.084	2	-2.1
O=C1c2ccccc2C(=O)N1CN(C(=O)c1ccccc1[N+](=O)[O-])c1ccc(F)cc1	i	8	7%	-2.5%	·	·	-1.7	945	i	46	-4	624	1.0	1.5	2.6	-0.22	-0.28	-0.3	0.29
CC(=O)c1ccc(S(=O)(=O)Nc2cccc(S(=O)(=O)NC3=NCCC3)c2)cc1	i	8	-9%	0.4%	-0.82	1339	-1.3	1138	i	7	-28	578	1.7	2.8	8.2	-0.11	-0.041	0.3	-0.67
CCN(CC)S(=O)(=O)c1ccc(NC(=O)c2ccc(Sc3nncn3C)c([N+](=O)[O-])c2)cc1	i	2	-11%	1.3%	-0.67	1463	0.9	960	i	6	1	688	5.6	3.1	8.2	0.72	-0.15	0.13	-0.28
O=C1CC(N2CCN(c3ccc(S(=O)(=O)N4CCOCC4)cc3)CC2)C(=O)N1Cc1ccccc1 (stereo unspecified)	i	0	1%	·	-0.27	1230	-0.3	1098	i	27	-5	705	2.2	2.0	6.6	-1.2	-0.18	-0.31	0.28
Cc1ccc(N(C(=O)c2ccc(Br)o2)C2C=CS(=O)(=O)C2)cc1 (stereo unspecified)	i	10	-7%	-0.4%	0.35	989	·	·	i	39	·	·	2.2	3.4	2.9	1.6	0.44	1.2	-1.2
CN(C)CCOC(=O)CCCCCCCCC(=O)OCCN(C)C	·	·	5%	·	-0.16	1494	-5.5	1210	i	50	4	677	·	·	·	-0.56	-0.27	-0.33	0.54
CNC(=O)c1ccccc1NC(=O)c1c(O)c2c([nH]c1=O)CCCC2	i	-2	-9%	·	-0.23	1217	·	·	i	13	-3	719	2.6	2.0	21	0.48	-0.22	0.38	-0.8
Cc1cc(-c2csc(N)n2)c(C)n1-c1ccccc1	i	7	31%	-4.4%	0.49	1425	·	·	i	64	-13	686	6.4	2.1	3.2	-0.65	-0.24	-0.62	0.44
O=C(COC(=O)c1cccnc1Cl)NCc1ccco1	i	-14	8%	-1.7%	-0.3	1359	-3.6	1010	i	28	1	709	0.9	1.6	0.6	0.84	-0.1	0.57	-0.2
CN1C(=O)CSc2ccc(NC(=O)NCCC3=CCCCC3)cc21	i	4	-3%	-0.1%	-0.13	870	·	·	·	·	-7	740	1.7	2.7	7.0	-0.71	-0.25	-0.42	0.28
CN(C)/C=C/c1c(C#N)c(=O)ncn1Cc1ccccc1	i	0	16%	·	0.79	1171	1.6	898	i	46	6	715	1.4	2.5	28	0.52	-0.27	0.94	-0.58
OC1=C(O)c2nc3cc(C(F)(F)F)ccc3nc21	·	·	8%	·	0.87	967	0.4	1276	i	56	-32	673	·	·	·	0.85	-0.13	0.91	-1.4
Cc1ccccc1NC(=O)Cc1nnc(SCc2ccc(Cl)c(Cl)c2)n1C	i	11	0%	-0.1%	0.47	1923	-1.0	999	i	28	0	519	3.1	1.5	9.6	0.9	-0.2	0.34	-0.46
Cc1ccc(S(=O)(=O)N2CCOCC2)cc1NC(=O)CSc1nnc2cc(C)c3ccccc3n12	i	16	1%	-1.1%	-0.18	1406	-4.3	555	i	62	-4	688	4.3	2.9	8.8	0.0025	-0.25	0.026	0.64
CCCCOC(=O)C1=C(C)Nc2ncnn2C1c1cc(OC)ccc1OC (stereo unspecified)	i	14	-2%	-1.1%	0.03	1680	1.7	1431	i	38	·	·	11	2.2	15	-0.13	0.0058	0.2	-0.0049
O=C(c1ccc(Cl)cc1)N1CCC(O)(CSc2ccc(Cl)cc2Cl)CC1	i	-5	-7%	-0.4%	0.22	1799	2.5	1101	i	51	-7	673	1.3	0.7	7.2	·	·	·	·
CCCCNC(=S)N(C)/N=C/c1ccc(F)cc1	i	1	-2%	-5.6%	·	·	0.0	915	i	30	-9	475	2.5	1.6	5.6	-0.71	0.084	-0.43	0.66
Cc1nc(C)n(CC(=O)c2ccc(Cl)cc2Cl)n1	·	·	·	·	-0.67	984	-2.0	1352	i	59	12	688	·	·	·	0.21	-0.22	0.64	-0.34
Cc1ccc(-c2nnc(SCC(=O)N/N=C/c3c(C)nn(-c4ccccc4)c3C)n2-c2ccccc2)cc1	i	17	-16%	-2.3%	-0.62	1351	-0.9	971	i	31	10	679	6.5	3.7	7.1	-0.59	-0.26	-0.51	0.38
CCNc1nc(NC(C)C)nc(N(C#N)CCOc2ccccc2)n1	i	23	-2%	0.9%	-0.68	805	-6.2	1172	i	21	-15	752	3.1	1.9	0.6	0.27	-0.096	0.47	-0.5
COC(=O)c1c(C(=O)OC)n(CCCN)c2ccc(C)cc12	i	-1	4%	·	-0.18	1282	·	·	i	6	-22	642	1.5	1.8	4.5	-1.7	2	-0.18	-1.5
COc1ccc(-c2[nH]ncc2CN(Cc2nccn2C)C(C)C)cc1F	·	·	·	2.4%	-1.1	1493	-0.7	1050	·	·	-31	737	·	·	·	·	·	·	·
Cc1cc(C(=O)N2CCN(c3ccccn3)CC2)no1	i	8	4%	0.9%	-0.4	1208	-2.7	1255	i	44	-8	711	1.9	2.4	3.7	1.4	-0.11	1.2	-0.56

2 compounds picked at random from those above:
SMILES	Autophagy mod	Autophagy mod cell loss 18 h	PhoP inhibition	ER stress rescue	Ins promoter up	Ins promoter up cell count	b-catenin transl	b-catenin transl cell count 5 µM	T cell modulator	T cell modulator vesicle-bound %	Lipid droplet	Lipid droplet cells 6.5 µM	MT stabilize HCS	MT stabilize HCS Hoechst-high %	MT stabilize HCS cytotoxicity %	Dynein transport	Dynein transport cytoplasmic EGFP	Dynein transport nuclear GR-EGFP	Dynein transport cell count
CCc1ccc2c(CN3CCN(S(=O)(=O)c4cccs4)CC3)cc(=O)oc2c1	i	-11	-8%	15%	-0.3	1281	-1.5	1108	i	38	-21	599	1.9	3.4	7.0	-0.74	-0.2	-0.41	0.6
Cc1ccc(Cn2c(=O)cc(C(=O)O)c3ccccc32)cc1	i	16	-25%	-2.2%	-1.1	1382	-1.9	1003	i	31	·	·	3.5	1.9	3.4	-0.53	-0.23	-0.028	0.44
